Bioassay records as filed in PubChem.
PRMT1 FP inh: PRMT1 methyltransferase inhibitors, primary screen, biochemical, fluorescence polarization. 370,000 compounds, 1.3% hits. AID 652257, 2013. inhibition, % at 2.79 µM. recombinant PRMT1, activity-based probe fluorescence polarization;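 active means inhibition above about 21% made by adding two undisclosed values, limit read from the data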
HTRA1 inhibitor: HTRA1 serine protease inhibitors, primary screen, biochemical, fluorescence polarization, HTS. inhibition, % at 5.96 µM. Q92743. recombinant HTRA1, FP-rhodamine activity-based probe. 340,000 compounds, 0.5% hits; in the data active means inhibition above about 36%;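 further: 0% = enzyme with DMSO and 100% = wells lacking enzyme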
LEDGF integ inh: blockers of LEDGF/p75-dependent integrase strand transfer – biochemical, TR-FRET, high throughput, primary screen. TR-FRET IN-LEDGF/p75 DNA integration, Eu/Cy5. inhibition, % at 3.7 µM. 370,000 compounds, 0.64% hits. AID 743269, 2014;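 active means inhibition above the screen-wide mean plus 3 SD, cut at about 13% in these data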;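 further: signal is the Cy5 over europium emission ratio at 671 and 618 nm; 0% = plate median of compound wells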
SIAE primary: human SIAE inhibitors, primary screen, biochemical, fluorescence polarization, FP-Rh probe, 1536-well HTS; SIAE FP-Rh probe binding; inhibition, % at 9.66 µM; 370,000 compounds, 0.69% hits;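 active means inhibition above a cutoff: mean of compounds within the control limits plus 3 SD of those, cut at about 17% in these data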;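 further: 0% = plate median of compound wells and 100% = probe without SIAE protein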
mABHD4 FP: ABHD4 inhibitors, primary screen, biochemical, fluorescence polarization, mouse | (Lyso)-N-acylphosphatidylethanolamine lipase (Mus musculus), Q8VD66 | purified mABHD4, FP-Rh probe fluorescence polarization | inhibition, % at 8.92 µM | 370,000 compounds, 0.54% hits | AID 720543, 2013;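 active means inhibition exceeding the mean over every tested compound plus 3 SD, cut at about 30% in these data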;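 further: 0% = plate median of compound wells and 100% = S159A mutant with DMSO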
Target sequence (Q8VD66 whole entry, looked up): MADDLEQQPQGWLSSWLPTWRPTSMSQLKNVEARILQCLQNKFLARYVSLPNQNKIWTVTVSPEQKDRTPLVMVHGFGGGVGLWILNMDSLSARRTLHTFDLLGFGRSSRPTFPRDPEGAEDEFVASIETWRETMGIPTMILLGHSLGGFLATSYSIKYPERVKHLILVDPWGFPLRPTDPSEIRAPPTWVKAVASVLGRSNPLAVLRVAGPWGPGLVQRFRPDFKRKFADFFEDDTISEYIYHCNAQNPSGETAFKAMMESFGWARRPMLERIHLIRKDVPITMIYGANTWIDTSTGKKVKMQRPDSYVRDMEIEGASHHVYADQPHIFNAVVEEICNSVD
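System: mouse ABHD4 enzyme, wild type / Medium: HEPES pH 7.0, NaCl, Pluronic buffer / Reagent: FP-Rh activity-based fluorescent probe / Control set: S159A mutant high control, sample median low control / Detection: fluorescence polarization with parallel and perpendicular emission, 525/598 nm / Schedule: 45 min + 60 min at 25 °C / Compound dosing: 8.92 µM, single dose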
TDP2 inh: human TDP2 enzyme inhibitors, primary screen, biochemical, epi absorbance, recombinant enzyme. inhibition, % at 12.8 µM. Tyrosyl-DNA phosphodiesterase 2 (Homo sapiens), O95551. AID 720702, 2013. T5PNP hydrolysis, p-nitrophenol absorbance 415 nm. 370,000 compounds, 0.34% hits;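 active means inhibition above the mean of all tested compounds plus 3 SD, set per campaign, cut at about 25% in these data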;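 further: 0% = DMSO with enzyme and 100% = buffer with substrate but no TDP2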
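Test system: Human TDP2 enzyme | Reagent: 5 mM T5PNP | Compound dosing: 12.8 µM single point, 1% DMSO | Incubation: Enzyme reaction with compound for 2 h at 37 °C | Technique: p-Nitrophenol epi absorbance | Read-out: % inhibition relative to enzyme-containing and enzyme-free wells | Benchmarks: High control without enzyme, low control DMSO plus TDP2 | Replicates: Singlicate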
rCAG binder: binders of r(CAG) RNA repeats, primary screen, biochemical, fluorescence. r(CAG) RNA repeat, TO-PRO-1 dye displacement fluorescence. 370,000 compounds, 1.3% hits. AID 651821, 2012. inhibition, % at 3 µM;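 active means inhibition above the plate cutoff, the mean of all test compounds on that plate plus 3 SD, cut at about 35% in these data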;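 further: 0% = DMSO alone and 100% = 100 µM mitoxantrone as full dye displacement; higher means more dye released from RNA so lower well fluorescence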
TCR-CD3 inh: inhibitors of human TCR-CD3 interaction, primary screen, biochemical, fluorescence, TAMRA-labeled TCR probe | 360,000 compounds, 0.37% hits | AID 651800, 2012 | inhibition, % at 9.4 µM; in the data active means inhibition above about 19%;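 further: recombinant mutant TCR 2C K166C tagged with TAMRA read by polarization; 0% = receptor in buffer alone and 100% = receptor with positive control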
NPR2 activator: human GC-B receptor activators, primary screen, HEK293 GC-B cells, cGMP TR-FRET, EC30 CNP. Atrial natriuretic peptide receptor 2 (Homo sapiens), P20594. 0% at EC30 CNP, 100% saturating CNP. activation, % at 10 µM. 370,000 compounds, 0.11% hits. AID 1920062, 2024;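 active means activation at 10 µM reaching about 35% in either raw or pattern-adjusted values, limit read from the data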
MBD2 DNA inh: inhibitors of MBD2 binding to methylated DNA, primary screen, biochemical, TR-FRET, DNA-binding domain, human | 370,000 compounds, 0.31% hits | MBD2 binding to methylated oligonucleotide | inhibition, % at 4.4 µM | Methyl-CpG-binding domain protein 2 (Homo sapiens), Q9UBB5; in the data active means inhibition above about 13%
Target sequence (Q9UBB5 whole entry, looked up, the tested form may be a part): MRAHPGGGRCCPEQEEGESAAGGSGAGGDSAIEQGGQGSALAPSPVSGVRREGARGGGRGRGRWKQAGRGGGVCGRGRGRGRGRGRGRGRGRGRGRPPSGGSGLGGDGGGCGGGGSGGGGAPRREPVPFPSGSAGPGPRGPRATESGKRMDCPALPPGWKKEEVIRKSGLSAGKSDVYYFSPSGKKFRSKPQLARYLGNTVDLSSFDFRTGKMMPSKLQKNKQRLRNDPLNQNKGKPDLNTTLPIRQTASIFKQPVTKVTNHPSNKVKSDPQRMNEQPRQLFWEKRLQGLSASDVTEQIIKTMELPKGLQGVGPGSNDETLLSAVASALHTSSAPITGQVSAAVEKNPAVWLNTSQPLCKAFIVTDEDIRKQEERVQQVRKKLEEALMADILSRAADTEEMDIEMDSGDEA
Active calls of the source: *; . = no result given. An excerpt; count on the stated rates, not on these rows.

SMILES	PRMT1 FP inh	HTRA1 inhibitor	LEDGF integ inh	SIAE primary	mABHD4 FP	TDP2 inh	rCAG binder	TCR-CD3 inh	NPR2 activator	MBD2 DNA inh
COc1ccccc1Nc1ncnc2c1oc1ccccc12	0	-17	0	-1	-16	2	1	7	-8	0
COC(=O)c1ccc(NC(=O)c2ccc[n+]([O-])c2)cc1	-5	-2	-5	-4	4	-18	2	1	1	-6
O=[N+]([O-])c1ccc(Nc2nc(NCCO)nc(N3CCCC3)n2)cc1	4	-8	1	-3	4	-5	9	1	-6	-4
COc1ccc(NC(=O)C(C)N(c2ccc(C)cc2)S(C)(=O)=O)cc1 (stereo not given)	-1	-8	-4	0	1	1	-1	2	-1	2
COC(=O)Nc1nn(-c2ccc(Cl)cc2)c(=O)c(C#N)c1C	-5	5	3	-5	-1	17	4	6	-1	-5
CC1(c2ccc(OC(F)F)cc2)NC(=O)N(CC(=O)c2ccc3c(c2)OCO3)C1=O (stereo not given)	1	-4	1	-6	2	-2	-3	13	-3	-7
COc1cc2nc(CN3CCN(S(=O)(=O)c4c(F)cccc4F)CC3)[nH]c(=O)c2cc1OC	0	-11	-1	6	8	-3	6	6	-4	0
COC(=O)Cn1c(=NC(=O)c2cc(OC)cc(OC)c2)sc2cc(OC)ccc21	-2	-21	0	-3	-4	-2	8	0	10	-4
Cc1ccccc1Nc1nc(N)nc(CN2CCN(C(=O)c3ccccc3)CC2)n1	0	-1	0	2	0	-7	-6	2	3	2
Nc1ncnc2c1ncn2C1OC(CO)C(O)C1O (stereo not given)	-5	4	8	4	2	-8	-1	3	-3	-6
Fc1ccc(-n2c(Cn3nnc4ccccc43)n[nH]c2=S)cc1	2	1	-3	0	-1	1	0	-4	0	0
Fc1ccccc1CSc1nncn1NC/C=C/c1ccccc1	1	-12	0	-6	0	7	-2	6	2	-5
CCN(Cc1ccccc1)S(=O)(=O)c1ccc(C(=O)N(CCCN(C)C)c2nc3cc4c(cc3s2)OCO4)cc1	0	-20	-1	0	3	-5	2	2	-5	2
Cc1ccc(S(=O)(=O)N[C@H](C(=O)OCC(=O)NC(=O)Nc2ccc3c(c2)OCCO3)C(C)C)cc1	2	1	-2	16	7	7	-3	-11	-3	3
Cc1nnc(SCc2cccc(Oc3ccccc3)c2)n1N	-5	-4	0	6	2	3	-5	-6	1	2

Continuation:
SMILES	PRMT1 FP inh	HTRA1 inhibitor	LEDGF integ inh	SIAE primary	mABHD4 FP	TDP2 inh	rCAG binder	TCR-CD3 inh	NPR2 activator	MBD2 DNA inh
O=c1[nH]c2cccnc2c2ccsc12	8	11	0	-6	-9	-8	1	-11	-4	2
O=C(Cc1c[nH]c2ccccc12)NCc1cccs1	-1	8	-2	3	1	3	1	7	-3	-1
O=C(O)c1cc(O)ccc1O	5	1	-2	11	0	7	2	-4	9	-2
COc1cccc(C(O)c2ncc(-c3ccc(Cl)cc3)[nH]2)c1 (stereo not given)	3	.	-3	0	-16	-10	3	-3	-4	0
O=C(CCC(=O)NC1CCN(Cc2ccccc2)CC1)NCc1ccco1	-2	1	2	2	-1	-4	-1	3	7	-4
Cc1nc(N2CCN(C(=O)COc3ccccc3C)CC2)c2c3c(sc2n1)CCCC3	0	.	-1	1	-2	6	.	.	-9	3
O=c1c2ccccc2nc(/C=C/c2cccnc2)n1Cc1ccccc1	7	-9	10	-15	9	6	-6	12	4	2
Cc1csc2nc(SCC(=O)Nc3ccccc3F)[nH]c(=O)c12	-1	-2	-2	6	4	8	12	-6	-4	1
O=C(c1ccccc1)N1CCN(Cc2c[nH]c3ccccc23)CC1	0	-6	0	4	2	0	-6	0	3	8
c1ccc2c(c1)nc(N1CCOCC1)c1c3ccccc3[nH]c21	1	-8	1	5	6	5	7	1	-12	0
COc1ccc(N2CCN(CCCNC(=O)CCCn3c(=O)[nH]c4ccsc4c3=O)CC2)cc1	0	0	-1	1	11	-11	-3	-1	-2	-2
Cc1nn(C)c(C)c1CN(C)C(=O)CCCC(=O)O	1	3	2	3	-1	5	1	6	1	10
CN1CC(=O)N(CC(=O)Nc2ccc(N3CCOCC3)cc2)C1=O	0	-2	1	3	1	0	2	-3	-3	-4
COc1ccccc1CNCc1ccc(OC)c(OC)c1OC	-2	-5	-1	5	13	16	1	0	0	-1
O=C(NC(=S)Nc1ccc2oc(=O)ccc2c1)c1cccc(F)c1	-1	4	0	-3	-6	-1	2	2	-9	-4

An excerpt from above in order of length of the SMILES, descending.
SMILES	PRMT1 FP inh	HTRA1 inhibitor	LEDGF integ inh	SIAE primary	mABHD4 FP	TDP2 inh	rCAG binder	TCR-CD3 inh	NPR2 activator	MBD2 DNA inh
COc1ccc(N2CCN(CCCNC(=O)CCCn3c(=O)[nH]c4ccsc4c3=O)CC2)cc1	0	0	-1	1	11	-11	-3	-1	-2	-2
Cc1nc(N2CCN(C(=O)COc3ccccc3C)CC2)c2c3c(sc2n1)CCCC3	0	.	-1	1	-2	6	.	.	-9	3
O=C(NC(=S)Nc1ccc2oc(=O)ccc2c1)c1cccc(F)c1	-1	4	0	-3	-6	-1	2	2	-9	-4
Cc1csc2nc(SCC(=O)Nc3ccccc3F)[nH]c(=O)c12	-1	-2	-2	6	4	8	12	-6	-4	1
Cc1nn(C)c(C)c1CN(C)C(=O)CCCC(=O)O	1	3	2	3	-1	5	1	6	1	10
O=C(Cc1c[nH]c2ccccc12)NCc1cccs1	-1	8	-2	3	1	3	1	7	-3	-1
O=c1[nH]c2cccnc2c2ccsc12	8	11	0	-6	-9	-8	1	-11	-4	2
O=C(O)c1cc(O)ccc1O	5	1	-2	11	0	7	2	-4	9	-2

Next part
SMILES	PRMT1 FP inh	HTRA1 inhibitor	LEDGF integ inh	SIAE primary	mABHD4 FP	TDP2 inh	rCAG binder	TCR-CD3 inh	NPR2 activator	MBD2 DNA inh
Cc1ccc(CNC(=O)Cn2cnc3cc([N+](=O)[O-])ccc3c2=O)cc1	-2	-24	1	-1	1	4	11	4	0	-3
COCCSc1nc(N)c(NC(=O)c2ccc(OC)cc2)c(=O)[nH]1	-3	8	0	7	3	2	1	-10	8	-4
COc1ccc(/C=N/NC(N)=S)cc1OC(=O)c1ccccc1	11	-6	3	3	-5	-4	5	-8	-10	2
CC(=O)c1ccc(N(CC(=O)NC2CCCC2)C(=O)CNC(=O)c2cccs2)cc1	-3	1	-4	-1	5	-15	3	0	6	-4
CCOC(=O)c1nn(-c2ccc(Cl)cc2)c2nc(Nc3ccccc3)cc(=O)n12	5	-12	0	-9	-11	-8	7	-1	0	-1
O=C(Cn1ccc2cc(S(=O)(=O)N3CCCC3)ccc21)NCc1ccco1	0	0	3	3	-2	-9	0	9	1	1
Cc1cc(NC(=O)CCc2ccc(-c3ccccc3)o2)no1	11	-15	-1	-1	8	-5	4	-2	-4	-2
CC1(c2nnc(-c3ccc(F)cc3)o2)CC(c2ccccc2)=NO1 (stereo not given)	0	-8	0	0	1	6	-4	1	-6	7
COc1cccc(CNC(=O)c2ccc(CS(=O)(=O)Cc3ccc(C)cc3)o2)c1	0	-2	1	3	-1	1	3	2	5	0
NC(=O)CC(NC(=O)Cc1cccc2ccccc12)c1ccc(NCCN2CCCC2)c([N+](=O)[O-])c1 (stereo not given)	3	-1	4	4	-6	-14	6	-1	1	-11
O=C(NC1CCCCN(Cc2cccc(C(F)(F)F)c2)C1=O)c1cccc(C(F)(F)F)c1 (stereo not given)	4	.	1	-1	-4	4	1	.	1	0
Cc1ccccc1NC(=O)c1ccc(N/N=C/c2ccccc2O)c([N+](=O)[O-])c1	1	-6	-1	-2	-3	3	-1	-9	3	3
Cc1ccc(C)c(NC(=O)COC(=O)c2ccc3ccccc3n2)c1	1	1	0	-9	7	-8	1	6	0	-1
CCCSc1nsc(NC(=O)c2cccnc2OCC)n1	-2	-12	-1	2	-3	-5	-5	4	0	0
N#Cc1ccc(OCC(=O)Nc2cc(S(=O)(=O)N3CCOCC3)ccc2N2CCOCC2)cc1	0	4	3	-1	-3	-4	0	7	-2	1
COc1cc(C2Nn3c(nnc3-c3ccccc3OC)S2)ccc1O (stereo not given)	6	-3	-2	4	-1	-10	2	4	1	1
O=C(O)CCCCCn1c(O)c(C=C2N=c3ccccc3=N2)sc1=S	16	-1	0	-12	6	-2	83*	-1	-8	-8
